Myeloid diff 2 – promotes myeloid progenitor differentiation. 360,000 compounds, 1% hits. calls only at 10 µM. ER-HoxA9 myeloid progenitors, lysozyme-GFP differentiation, flow cytometry;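 active = normalized GFP-positive differentiation at or above the plate's own cutoff, the solvent-only control mean plus 3 SD; inconclusive = no clear call, values can overlap the other calls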;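 also: cells exposed to compound for four days before flow analysis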
Lipid droplet – modulators of hepatic lipid droplet formation; AML12 mouse hepatocytes, oleate lipid droplets, BODIPY imaging; 240,000 compounds, 0.4% hits; inhibition, % at 6.5 µM; AID 1656;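 active = lipid droplet intensity inhibited by at least 50%, with more than 500 cells counted; inconclusive = wells with under 300 cells, treated as cytotoxic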
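material = mouse AML12 hepatocyte cell line, fixed after treatment | also added = 100 µM oleic acid challenge | doses = compound at 6.5 µM only | schedule = overnight exposure | technique = Image-based BODIPY and DAPI two-channel analysis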
T cell HTS – T cell immune modulators affecting CD8 T cell-vesicle binding; 2C CD8+ T cell-vesicle binding, flow cytometry; stronger effect = lower value; calls only at 7 µM; 330,000 compounds, 0.068% hits; AID 2052;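 active = response, share of CD8 T cells binding vesicles, and their 90th percentile fluorescence all below set limits, cut at about 80% in these data, passing the limit was not always enough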
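Test system: purified 2C TCR transgenic mouse naive CD8+ T cells. Probe or stimulus: QL9-peptide-loaded Drosophila micro-vesicles bearing Ld, ICAM-1 and B7-1. Incubation: binding step 1.5 h, 37 °C, antibody labelling 20 min, ice. Measured by: flow cytometry of vesicle-bound cells.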
bCat nuc transl – beta-catenin nuclear translocation modulation; HeLa beta-catenin nuclear translocation, immunofluorescence imaging; nuclear translocation activity, % at 5 µM; 190,000 compounds, 0.3% hits; AID 1665;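 active = nuclear translocation activity above 50% at 5 µM, with a well cell count of 50 or more; inconclusive = wells under 50 cells across six images, flagged as toxic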;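 also: per-cell ratio of nuclear to cytoplasmic median beta-catenin stain intensity; plate controls were DMSO negative control for no effect and GSK-3 inhibitor IX positive control for full effect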
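System: Human HeLa cells, endogenous beta-catenin | Compound dosing: 5 µM primary, 0.02–20 µM confirmation | Timing: 24 h compound exposure at 37°C, 5% CO2 | Measured by: Fluorescence imaging of beta-catenin antibody stain plus DAPI | Read-out basis: % activation of per-cell nuclear versus cytoplasmic median beta-catenin signal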
Dynein cargo inh – blocks dynein driven cargo transport along microtubules. 3617.4 mouse cells, GR-EGFP nuclear translocation imaging; test concentration mostly 20 µM; stimulated with dexamethasone, 1 µM; stronger effect = lower value. AID 1381. z-score, hits read low. 220,000 compounds, 0.47% hits;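 active = plate z-score of nuclear minus cytoplasmic receptor signal below a set negative limit, without overly bright fluorescence or cell loss, cut at about -3.5 in these data, passing the limit was not always enough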;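 also: z-score of nuclear minus cytoplasmic ring GR-EGFP intensity difference per well; some compounds called inactive have numbers as strong as hits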
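Buffer or medium: tet-free medium with charcoal-stripped serum / Also added: dexamethasone agonist, 1.0 µM final, for 30 min / Timing: induction 48 h, compound 1 h, agonist 30 min / Measured by: high-content fluorescence imaging after fixation / Read-out: nuclear-to-cytoplasmic GR-EGFP distribution per well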
MT stabilizer – stabilizes microtubules in HeLa cells; HeLa tubulin immunostaining HCS, 24 h; share of cells brighter than vehicle mean+2SD; % tubulin-high responders, % at 10 µM; 200,000 compounds, 0.83% hits; AID 2205;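 active = plate Z-score above 3 for both tubulin-high and condensed-nucleus cell shares, with cell loss under 80%, at 10 µM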;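 also: anti alpha tubulin signal scored within the nucleus-defined area of each cell; some results filed as inactive read as strong as hits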
PMI inhibitors – MPI enzyme activity inhibition – biochemical, fluorescence intensity, coupled assay, primary screen (AID 1209); purified PMI enzyme, coupled fluorescence intensity; higher % means a stronger effect; inhibition, % at 20 µM, or IC50 in µM where a hit was titrated; 190,000 compounds, 0.42% hits; in the data active = inhibition above about 50%;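 also: plate controls were DMSO vehicle for no effect and wells lacking substrate for full effect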
Insulin prom up – MIN6 insulin promoter up-regulation; MIN6 insulin promoter-GFP reporter, high-content imaging; stronger effect = higher value; z-score at 5 µM; 190,000 compounds, 0.3% hits;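 active = z-score above 3 at 5 µM with at least 500 cells counted in the well; inconclusive = wells under 500 cells, flagged as cytotoxic or low count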
TNAP activation fold – human TNAP enzyme activators, primary screen, biochemical, luminescent, no phosphate acceptor, uHTS (AID 1001). 200,000 compounds, 0.03% hits. purified TNAP, luminescent activation assay, no phosphate acceptor; higher activation fold means a stronger effect. one-dose activation fold at 20 µM; EC50 in µM for titrated hits; in the data active = activation fold from about 3, or a potency from the dose series; inactive = the rest, 99 in 100 with activation fold below about 1.6; also: many of its hits are not listed in these tables
Dynein cargo inh cytoplasmic EGFP – recorded beside Dynein cargo inh, whose call it bears; z-score; measured here: cytoplasmic GR-EGFP intensity; stronger effect = higher value
Dynein cargo inh nuclear GR-EGFP – recorded beside Dynein cargo inh, whose call it bears; z-score; measured here: nuclear GR-EGFP intensity;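 lower value marks the stronger effect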
Dynein cargo inh cell count – also measured in Dynein cargo inh; calls as there; z-score; measured here: cell count per field
Insulin prom up cell count – recorded beside Insulin prom up, whose call it bears; cell count; measured here: cytotoxicity, nuclei count;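 total cells summed across four imaged fields per well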
Lipid droplet cells 6.5 µM – also measured in Lipid droplet; calls as there; cell count; measured here: cell count, cytotoxicity flag;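 cells counted across two imaged fields per well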
bCat nuc transl cell count 5 µM – further read-out of bCat nuc transl, marked with its call; cell count; measured here: cell count, cytotoxicity flag
T cell HTS vesicle-bound % – further read-out of T cell HTS, marked with its call; double positive events, %; measured here: CD8+ vesicle-bound cell fraction;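 binding gate set so that unloaded-vesicle control wells show 10% double positive cells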
MT stabilizer Hoechst-high % – also measured in MT stabilizer; calls as there; % Hoechst-high responders; measured here: nuclear condensation Hoechst responders;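 share of cells brighter than vehicle mean plus two SD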
MT stabilizer cytotoxicity % – recorded beside MT stabilizer, whose call it bears; toxicity, %; measured here: cytotoxicity by cell density;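 0% = mean cell density of plate MIN control wells and 100% = no cells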
Myeloid diff 2 GFP+ MAC1+ % – further read-out of Myeloid diff 2, marked with its call; GFP+ MAC1+ double positive, %; measured here: differentiation confirmed by MAC1 staining
An asterisk follows results filed as active; i = inactive; ? = inconclusive; · = no result given.

SMILES	Myeloid diff 2	Myeloid diff 2 GFP+ MAC1+ %	Lipid droplet	Lipid droplet cells 6.5 µM	T cell HTS	T cell HTS vesicle-bound %	bCat nuc transl	bCat nuc transl cell count 5 µM	Dynein cargo inh	Dynein cargo inh cytoplasmic EGFP	Dynein cargo inh nuclear GR-EGFP	Dynein cargo inh cell count	MT stabilizer	MT stabilizer Hoechst-high %	MT stabilizer cytotoxicity %	PMI inhibitors	Insulin prom up	Insulin prom up cell count	TNAP activation fold
COc1ccc(C(=O)CSc2nc(C(C)(C)C)nc3ccccc23)cc1	i	1.1	-53	699	i	14	2.2	1041	1.3	-0.22	1	-0.21	1.3	0.7	1.6	19%	-1.4	1412	1
O=C1CCCC/C1=C\Nc1ccc(C(=O)O)c(O)c1	i	0.4	43	669	i	25	-0.7	1361	-0.16	-0.23	0.028	0.0033	·	·	·	·	-0.05	1063	·
COc1ccc(CCNC(=O)Cn2cccc2C(=O)c2ccccc2)cc1OC	i	0.4	-9	537	i	55	·	·	-0.95	-0.24	-0.96	1.1	2.7	4.1	8.4	4%	-0.52	1313	1.1
CC/C(=N\NC(=O)CNC(=O)/C=C/c1ccco1)c1ccccc1	i	0.6	·	·	i	25	-1.4	1456	1.2	-0.2	1.3	-1.1	3.4	1.3	2.8	13%	2.7	1437	1
Nc1c(-c2ccccc2)n[nH]c1-c1ccccc1	i	2.9	-22	692	i	26	-1.3	1156	-0.99	-0.22	-0.62	-0.12	3.1	1.6	4.4	-2%	0.37	1207	0.1
COc1ccc(OC)c(-c2cc(C(F)(F)F)c3c(n2)sc2c(O)cc(=O)[nH]c23)c1	i	2.1	37	684	i	29	-2.9	583	0.34	-0.027	0.3	-0.72	1.6	3.0	8.4	-10%	1	1216	1.1
COc1ccc(CCNS(=O)(=O)c2ccc3c(c2)CCN3C(=O)CCC(=O)O)cc1OC	i	4.6	0	637	i	48	·	·	0.017	-0.14	0.0041	-1	4.6	2.1	0.4	10%	1.2	1247	1.1
OC(COCc1ccccc1)CN1CCN(c2ccccc2F)CC1 (stereo not drawn)	i	0.8	·	·	i	23	0.6	1432	0.24	-0.2	0.29	-0.17	2.4	2.0	11	2%	-0.46	1349	1.1
CC(C)c1nc(SCC(=O)Nc2c[nH]c(=O)[nH]c2=O)c2cnn(-c3ccccc3)c2n1	i	0.3	27	673	i	66	-1.5	1087	-0.18	-0.36	-0.3	0.97	2.4	1.6	22	-6%	-1.6	1443	1.5
COc1cccc(NC(=O)c2ccccc2SC)c1	i	8.0	-16	755	i	31	-0.6	1082	-1.2	-0.27	-0.63	0.42	3.6	1.9	7.4	3%	-0.25	1220	1.2
CCS(=O)(=O)N1CCC(C(=O)NCC2CCCO2)CC1 (stereo not drawn)	i	8.8	·	·	i	21	-1.3	1316	-0.2	-0.2	-0.27	0.2	2.4	1.2	7.6	-2%	1.8	1472	1.1
COc1ccc(NC(=O)c2ccc(Oc3ncccn3)cc2)cc1	i	1.0	12	632	i	38	-5.5	1085	0.15	-0.29	0.69	0.68	2.0	3.1	7.5	-2%	-0.18	1631	1.1
COc1ccc(N(CC(=O)Nc2ccccc2C(=O)NCc2ccco2)S(C)(=O)=O)cc1	i	0.7	3	762	i	34	·	·	-0.43	-0.11	0.067	0.17	1.1	1.4	5.5	-10%	0.36	893	1.2
CCN1CCN(Cc2ccccc2NC(=O)Nc2ccc(C)cc2)CC1	i	0.4	-2	748	i	35	-1.3	1047	-0.68	-0.25	-0.36	0.76	3.1	1.8	4.9	2%	-0.28	1226	1.1
Cc1cc(NC(=O)CSc2nccn2C)n(-c2ccccc2)n1	i	0.4	-12	721	i	29	0.9	1345	-0.11	-0.21	0.26	-0.47	·	·	·	·	-0.28	956	·
Cn1c[n+](C)cc1-c1ccc(/C(N)=N/O)cc1	i	0.0	12	647	i	19	0.5	575	2.1	0.93	1.5	-2.4	2.7	3.0	11	-25%	?	·	1.1
CCN(Cc1ccccc1)C(=O)c1cc2c(=O)oc3ccc(C)cc3c2s1	i	3.6	·	·	i	63	·	·	-0.5	-0.19	-0.24	0.39	1.5	3.0	4.8	10%	0.79	969	1.1
CCOc1ccsc1C(=O)O	i	0.1	-3	689	i	33	0.4	1280	-0.14	-0.19	-0.24	0.084	·	·	·	·	-0.03	1150	·
COc1ccccc1NC(=O)NCC(c1ccco1)N1CCCCC1 (stereo not drawn)	i	0.7	1	702	i	12	-3.1	1047	0.67	-0.2	-0.013	-0.001	2.5	1.6	9.3	0%	0.53	1255	1
Cc1ccc2cc(CN(c3ccc(C)c(C)c3)S(C)(=O)=O)c(=O)[nH]c2c1	i	0.3	-24	686	i	51	-0.6	1149	-0.74	-0.33	-0.35	0.85	2.2	1.9	6.5	-2%	-0.31	1232	1
CC(=O)C(Cc1ccc(Cl)nc1)Cc1ccc(Cl)nc1	i	0.6	10	709	i	54	-3.5	1019	-1.2	-0.31	-0.7	0.98	1.7	2.0	7.3	2%	0.43	1456	1.1
COc1cccc(NC(=O)CSc2nc3c(sc4ccccc43)c(=O)n2CCN(C)C)c1	i	0.3	9	746	i	50	-1.8	1106	1.7	-0.11	2	-3.2	2.6	2.3	7.2	9%	-0.73	1306	1.3
Cc1onc(-c2ccccc2)c1C(=O)NCc1ccc2c(c1)OCO2	i	2.3	·	·	i	30	-3.4	1145	0.47	-0.39	0.18	0.21	3.0	2.9	16	-1%	·	·	1.1
COC(=O)C1C2C=CC3(CN(Cc4ccco4)C(=O)C13)O2 (stereo not drawn)	i	2.5	-6	735	i	40	·	·	-0.096	-0.3	-0.13	0.4	3.6	2.2	6.5	2%	0.2	1251	1.1
C=CCN(c1ccc(C(=O)OC)cc1)S(=O)(=O)c1ccccc1	i	0.4	-11	688	i	46	0.6	1058	-0.31	-0.34	-0.097	0.33	2.4	1.2	6.0	6%	-0.19	1226	1
COc1ccc(C(=O)NC(=S)Nc2ccccc2N2CCOCC2)cc1Br	i	0.7	14	660	i	36	-1.9	964	-0.2	-0.22	-0.33	-0.012	3.0	2.6	2.8	15%	-1.1	1265	1.1
CCOC(=O)c1cc(NC(=O)N2CCCCC2)c(C)nc1C	i	1.5	-10	761	i	15	-1.0	1112	0.0098	-0.24	-0.089	0.82	3.9	2.0	5.8	5%	0.09	1339	1.1
COc1cc(/C=C2\SC(=S)N(C(C(=O)O)c3ccccc3)C2=O)cc(OC)c1OC (stereo not drawn)	i	1.2	-10	700	i	35	0.5	1284	-1.5	-0.21	-0.75	1.2	·	·	·	·	0	1061	·
CC(C)CC(=O)Nc1nnc(SCC(=O)NCc2ccco2)s1	i	0.2	-1	691	i	6	-0.8	1080	0.17	-0.07	0.084	-1.1	3.1	1.7	6.8	-19%	-0.24	1474	1.1
O=C(NCC1CCCCC1)C1CCCN(C(=O)NC2CCCCC2)C1 (stereo not drawn)	i	1.1	·	·	i	32	-5.0	1034	1.3	-0.17	0.82	-1.2	3.8	1.6	7.0	-9%	-0.3	1323	1.2
Cc1ccc(Sc2ccc(CN3CCCCC3)cc2[N+](=O)[O-])cc1	i	0.3	-2	603	i	9	5.5	1000	0.36	-0.25	0.38	0.11	1.7	0.9	6.5	3%	-1.6	1382	1.1
COc1cc(-c2nc(Cc3c(F)cccc3Cl)no2)cc(OC)c1OC	i	4.6	-1	719	i	1	-0.1	1155	0.33	-0.52	0.057	0.4	2.4	3.2	21	2%	·	·	1.2
Cc1ccc(NC(=O)CCC(=O)c2cccs2)cc1	i	2.4	12	824	i	49	·	·	0.4	0.069	0.28	-0.12	0.6	1.1	7.6	11%	·	·	1
O=C(COC(=O)CSc1ccc2ccccc2c1)Nc1ccccc1OC(F)F	i	0.2	2	529	i	15	-3.2	1148	-0.63	-0.31	-0.61	0.57	4.9	3.0	7.2	19%	-0.15	1520	1.1
COc1ccccc1CNC(=O)CSc1ccsc1[N+](=O)[O-]	i	1.3	-1	670	i	49	0.4	1122	-0.4	-0.29	-0.077	-0.23	5.0	2.0	10	12%	0.41	1230	1.1

Taken from above.
COc1ccc(C(=O)NC(=S)Nc2ccccc2N2CCOCC2)cc1Br in bCat nuc transl cell count 5 µM: 964
CC(C)CC(=O)Nc1nnc(SCC(=O)NCc2ccco2)s1 in MT stabilizer: 3.1
